WRN helicase inh: WRN helicase (human) inhibition; Q14191; WRN helicase unwinding, fluorescent forked duplex, kinetic; Potency, µM (series often up to 114 µM), inactives show at the top dose activity change, negative = inhibition, hits mostly inhibitors; hit rate 0.46% among 360,000; note: potency is the fitted concentration of half-maximal effect; % is set by controls: 0 for no effect and ±100 for the full control effect; nearly all actives have a fitted effect of over 55% in size
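Screening of the MLSMR collection measured strand separation of a quenched forked DNA duplex (100 nM) by 20 nM WRN with 2 mM ATP, all final. Compounds were preincubated with enzyme 15 min at room temperature.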
CCT modulator: cytosolic chaperonin activity modulation; purified chaperonin ATPase assay, HTRF ADP detection, 30 min; activity change, % (no concentration beside the values), hits read low; hit rate 0.3% among 360,000; AID 651819; in the data active = activity change below about -30%; note: % is set by controls: 0 for no effect and ±100 for the full control effect
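Enzyme 40 or 20 nM (batch-dependent) in Tris pH 7.4/KCl/MgCl2/DTT; cpd 76 uM single point; ATP 10 uM; 30 min 37 °C; Transcreener ADP HTRF detection, 30 min RT; ratio 665/615.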
PLK1 PBD block: blocks phosphopeptide binding to human PLK1 polo-box domain; P53350; Plk1 PBD binding of FITC phosphopeptide, fluorescence polarization; Potency, µM, for the others: max response, negative = inhibition, hits mostly inhibitors; hit rate 2.8% among 360,000; note: potency is the fitted concentration of half-maximal effect; series mostly up to about 57 µM; % is set by controls: 0 for no effect and ±100 for the full control effect; nearly all actives have a fitted effect of over 65% in size
Target sequence (P53350 whole entry, looked up, the tested form may be a part): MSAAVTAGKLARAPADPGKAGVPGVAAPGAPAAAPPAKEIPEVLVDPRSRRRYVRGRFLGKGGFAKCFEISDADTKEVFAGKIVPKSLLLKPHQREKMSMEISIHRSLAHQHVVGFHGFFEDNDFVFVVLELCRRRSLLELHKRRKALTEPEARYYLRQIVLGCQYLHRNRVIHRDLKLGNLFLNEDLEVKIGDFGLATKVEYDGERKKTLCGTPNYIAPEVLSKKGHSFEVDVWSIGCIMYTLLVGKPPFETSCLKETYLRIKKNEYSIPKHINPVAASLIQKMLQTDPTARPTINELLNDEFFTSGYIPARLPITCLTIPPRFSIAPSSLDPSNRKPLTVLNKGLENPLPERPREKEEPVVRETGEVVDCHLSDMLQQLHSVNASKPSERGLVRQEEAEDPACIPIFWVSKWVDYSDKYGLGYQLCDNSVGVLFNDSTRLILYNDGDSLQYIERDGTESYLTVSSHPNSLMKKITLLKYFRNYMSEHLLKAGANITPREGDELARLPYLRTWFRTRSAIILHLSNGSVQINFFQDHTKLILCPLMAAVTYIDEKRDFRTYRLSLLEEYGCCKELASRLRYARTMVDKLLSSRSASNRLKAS
IL-2 act: IL-2 activation; activation, % (series mostly up to about 46 µM); IL-2 activation reporter assay, cell-based qHTS; stimulated with anti-CD3/CD4/CD28 beads; in transgenic mouse T cells; hit rate 0.065% among 360,000; in the data active = activation above about 50%; inconclusive = mostly about 30% to 49%; note: 0% is about no effect
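EGFP and DsRed fluorescence is measured by plate cytometry in unstimulated transgenic mouse T cells exposed to compound for 60 minutes, then stimulated 18 hours at 37 degrees C with anti-CD3/anti-CD4 beads plus anti-CD28.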
EPAC1 antag: blocks human EPAC1 exchange factor; O95398; EPAC1 GEF assay, Rap1b-BODIPY-GDP exchange fluorescence; Potency, µM (titrated, usually from 115 µM), for inactives: top-dose activity change, negative = inhibition, actives largely listed as inhibitors; hit rate 0.14% among 360,000; AID 720709;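 note: potency is the fitted concentration of half-maximal effect; plate controls were vehicle for no effect and positive control for full effect; nearly all actives have a fitted effect of over 50% in size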
PI5P4K alpha inh: PI5P4K alpha (human) kinase inhibition. P48426. PI5P4Kalpha enzyme, ADP-Glo luminescence, 60 min; stronger effect = lower value. max response, %. hit rate 1.2% among 330,000; active = max response of -50% or lower; inconclusive = between -30% and -50%; inactive = -30% or higher; note: value at the top dose of about 77 µM; % is set by controls: 0 for no effect and ±100 for the full control effect
Target sequence (P48426 whole entry, looked up): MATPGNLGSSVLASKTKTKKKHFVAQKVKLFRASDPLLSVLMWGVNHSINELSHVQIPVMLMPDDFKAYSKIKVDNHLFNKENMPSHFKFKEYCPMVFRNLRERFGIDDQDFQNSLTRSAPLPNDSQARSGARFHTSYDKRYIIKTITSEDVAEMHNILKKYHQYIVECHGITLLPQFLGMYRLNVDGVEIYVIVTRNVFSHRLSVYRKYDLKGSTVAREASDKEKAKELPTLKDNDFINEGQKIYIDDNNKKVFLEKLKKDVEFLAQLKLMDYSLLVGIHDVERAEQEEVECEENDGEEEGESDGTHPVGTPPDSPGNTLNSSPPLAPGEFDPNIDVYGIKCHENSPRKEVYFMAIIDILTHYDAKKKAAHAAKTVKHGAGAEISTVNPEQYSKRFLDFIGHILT
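Single end-point luminescence (ADP-Glo) quantified ADP from PI5P4Kalpha turnover; ATP 5 microM final, 1 h at RT, 0.1% CHAPS and 0.28 mM EGTA in HEPES pH 7.4.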
EPAC1 ag: EPAC1 (human) agonism | Potency, µM (series often up to 154 µM), inactives show at the highest dose activation, most hits filed as activators | hit rate 0.073% among 360,000 | O95398 | EPAC1 agonist qHTS, biochemical assay; response scale: 100% = response to 6.5 mM cAMP | AID 720707; note: potency is the fitted concentration of half-maximal effect; nearly all actives have a fitted effect of over 60% in size
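Normalized to 6.5 mM cAMP, activity reflects EPAC1-catalysed release of BODIPY-GDP from Rap1B, followed kinetically over 30 min at 480 nm excitation, 540 nm emission. Reaction contained 100 nM EPAC1, 250 nM Rap1B-BODIPY-GDP, 50 uM GDP.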
EPAC2 agonist: agonists of human EPAC2 (RAPGEF4). hit rate 0.079% among 360,000. Potency, µM (top dose mostly 154 µM), for inactives: at the top dose activation, usual class: activators. Q8WZA2. EPAC2 activation, biochemical qHTS; response scale: 100% = 6.5 mM cAMP response; note: potency is the fitted concentration of half-maximal effect; nearly all actives have a fitted effect of over 50% in size
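Guanine nucleotide exchange by EPAC2 is measured as reduced fluorescence of BODIPY-GDP once it is released from 250 nM Rap1B. Plates are read kinetically for 30 min at room temperature; results are scaled to 6.5 mM cAMP.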
* marks the source's active call; other numbers are inactive results; ? = inconclusive; . = no result given; & = joins results of further samples; [ ] = dose if it differs, or a comment. Unless noted, calls come from the whole dose curve; as a rule, active = well fitted curve in the direction sought with a large enough effect; inconclusive = small, poorly fitted or top-dose-only effect, or another doubt; inactive = no such curve, though single readings can be large; an effect the other way counts as inactive or inconclusive. An excerpt; rates above refer to the full screens.

item	Compound	WRN helicase inh	CCT modulator	PLK1 PBD block	IL-2 act	EPAC1 antag	PI5P4K alpha inh	EPAC1 ag	EPAC2 agonist
1	O=C(COc1ccc(Cl)cc1)NCc1nnc(SCC(=O)N2CCCc3ccccc32)o1	10%	-6.2	-7%	-1.3	-11%	-3	-3%	6%
2	O=C(O)C1C2C=CC3(O2)C1C(=O)N1c2ccccc2COC13 (centres undefined)	-12%[57.1 µM]	-0.6	-3%	-1.0	-3%	3	-7%	-1%
3	COc1ccc(OC)c(/C=N/NC(=O)c2ccncc2)c1	-28%	-4.1	-11%	-0.3	-7%	-7	4%	6%
4	CCN(C(=O)COC(=O)c1sccc1C)c1c(N)n(Cc2ccccc2)c(=O)[nH]c1=O	6%	-1.1	-4%	0.6	6%	2	7%	-2%
5	COc1ccc(N2CCN(C(=O)COC(=O)/C=C/c3ccc(OC(F)F)cc3)CC2)cc1	-18%	-1.2	2%	-0.5	-2%	-5	2%	3%
6	O=C(O)Cn1c(COc2ccc(Cl)cc2)nc2ccccc21	5%	0.6	3%	-3.3	-20%	-1	-2%	12%
7	O=C(c1ccc2ccccc2c1)N1CCCC1	13%	-7.5	-9%	0.6	-14%	-7	11%	-2%
8	CC(Nc1ccccc1N1CCCCC1)C(=O)N1CCc2ccccc21 (centres undefined)	-12%	-1.9	-7%	1.5	-8%	2	3%	9%
9	CCCCOc1ccc(CSc2n[nH]c(C)n2)cc1	-3%	-2.7	-11%	-3.2	0%	.	-3%	-1%
10	CC(=O)c1ccccc1OCCOc1ncnc2sccc12	0%	-2.2	0%	-1.4	-16%	-15	-7%	5%
11	Cc1ccc(Sc2c(C=O)c3ccccc3n2C)cc1	-7%	-0.2	-8%	1.0	-13%	18	4%	10%
12	CCN(C(=O)CSc1nnc(COc2ccccc2F)n1N)C1CCS(=O)(=O)C1 (centres undefined)	-9%	-0.4	1%	-1.2	4%	-3	-10%	-1%
13	O=C(CSc1ccccn1)N1CCc2ccccc21	-30%	1.3	-17%	-0.6	-7%	-7	11%	12%
14	O=C(O)C1CCCCC1C(=O)Nc1nccs1 (centres undefined)	-3%	2.3	-4%	0.1	-6%	.	-2%	5%
15	CCOc1ccc(-c2nnc(SCC(=O)NC3CC3)o2)cc1	-1%	-3.1	3%	0.1	-7%	-4	-9%	4%
16	CCCOc1c(Br)cc(C(=O)OCC(=O)NC(=O)c2cccn2C)cc1OC	-3%	-46*	2%	-1.6	4%	-11	-1%	9%
17	COc1cccc(NC(=O)C2CCN(S(=O)(=O)c3ccc4c(c3)CC(C)N4C(C)=O)CC2)c1 (centres undefined)	5%[57.1 µM]	-0.9	1%	-1.7	4%	-1	-13%	2%
18	Cc1ccc(NC2=NCCC2)cc1Cl	5%	-0.6	0%	0.1	3%	1	-1%	3%
19	COC(=O)C[C@H]1CC[C@@H](NC(=O)Nc2cccc(OC)c2)[C@@H](CO)O1	0%	.	-3%	0.2	-16%	-9	-13%	9%
20	CC(=O)c1cccc(Oc2ncccn2)c1	4%	-0.8	-1%	-2.1	6%	5	-7%	-6%
21	O=[N+]([O-])c1cccc(/C(=N/N=C/c2ccccc2Br)C23CN4CN(CN(C4)C2)C3)c1	-14%	-0.3	3%	-3.1	9%	9	1%	2%
22	Cc1cccc(C(=O)NCc2nnc(SCC(=O)NC3=NCCS3)n2C)c1	-4%	1.7	-2%	-1.1	4%	4	-2%	0%
23	O=C1NC[C@@H](CCCCN2CCN(CC3CCCCC3)C(=O)C2=O)N(CCC2CCCCC2)C1=O	0%	1.4	-5%	-0.5	-15%	-2	-15%	0%
24	COc1ccc(CCNC(=O)Cn2ccc3c(OC)cccc3c2=O)cc1OC	-3%	-1.6	4%	-1.1	14%	-3	-2%	6%
25	Cc1cccc(NC(=O)C2CCCN(S(=O)(=O)c3cccc4nonc34)C2)c1 (centres undefined)	8%	1.8	-6%	16	-10%	3	3%	2%
26	CC(=O)c1ccc(N2CCN(S(=O)(=O)c3c(C)[nH]c(C)c3C(=O)N3CCCCC3)CC2)cc1	-5%	-4.5	-17%	-3.9	?	4	-3%	8%
27	Cc1cc(C)cc(CC(=O)N2CCC2(C)C(=O)NS(=O)(=O)c2ccccc2)c1 (centres undefined)	-2%	-1.9	-6%	-0.3	10%	-14	-6%	10%
28	CSc1ccccc1NC(=O)c1c(C)noc1C	5%	2.4	-9%	1.2	11%	.	5%	2%
29	COCCNc1nnc(SCC(=O)Nc2sc3c(c2C(=O)c2ccccc2)CCCC3)s1	-34%[57.1 µM]	-2.0	-18%	-4.1	2%	-16	2%	9%
30	C=C(C)c1cc2c(ccc3ccc(=O)oc32)o1	-1%	0.1	-9%	-0.1	-1%	-3	5%	3%

Molecules from the list above that have bromine, in the order listed:
item	Compound	WRN helicase inh	CCT modulator	PLK1 PBD block	IL-2 act	EPAC1 antag	PI5P4K alpha inh	EPAC1 ag	EPAC2 agonist
16	CCCOc1c(Br)cc(C(=O)OCC(=O)NC(=O)c2cccn2C)cc1OC	-3%	-46*	2%	-1.6	4%	-11	-1%	9%
21	O=[N+]([O-])c1cccc(/C(=N/N=C/c2ccccc2Br)C23CN4CN(CN(C4)C2)C3)c1	-14%	-0.3	3%	-3.1	9%	9	1%	2%

Results in EPAC2 agonist, for 2 of the compounds above:
item	Compound	EPAC2 agonist
23	O=C1NC[C@@H](CCCCN2CCN(CC3CCCCC3)C(=O)C2=O)N(CCC2CCCCC2)C1=O	0%
21	O=[N+]([O-])c1cccc(/C(=N/N=C/c2ccccc2Br)C23CN4CN(CN(C4)C2)C3)c1	2%

Exported with one line to a screen: three of the compounds above
[25] Cc1cccc(NC(=O)C2CCCN(S(=O)(=O)c3cccc4nonc34)C2)c1 (centres undefined)
[26] CC(=O)c1ccc(N2CCN(S(=O)(=O)c3c(C)[nH]c(C)c3C(=O)N3CCCCC3)CC2)cc1
[27] Cc1cc(C)cc(CC(=O)N2CCC2(C)C(=O)NS(=O)(=O)c2ccccc2)c1 (centres undefined)

screen / no. | 25 | 26 | 27
WRN helicase inh | 8% | -5% | -2%
CCT modulator | 1.8 | -4.5 | -1.9
PLK1 PBD block | -6% | -17% | -6%
IL-2 act | 16 | -3.9 | -0.3
EPAC1 antag | -10% | ? | 10%
PI5P4K alpha inh | 3 | 4 | -14
EPAC1 ag | 3% | -3% | -6%
EPAC2 agonist | 2% | 8% | 10%

Carrying on:
item	Compound	WRN helicase inh	CCT modulator	PLK1 PBD block	IL-2 act	EPAC1 antag	PI5P4K alpha inh	EPAC1 ag	EPAC2 agonist
31	C[C@H](CO)N1C[C@H](C)[C@H](CN(C)Cc2ccc(Oc3ccccc3)cc2)Oc2cc(Br)ccc2S1(=O)=O	-5%	1.6	-7%	-3.5	-11%	19	15%	9%
32	CC(=O)Nc1ccc(SCC(=O)Nc2ccccc2Oc2ccccc2)cc1	-17%	-2.8	?	-3.9	-24%	9	12%	13%
33	O=C(O)C1C=CC(C(=O)O)c2ccccc21 (centres undefined)	-4%	-1.7	-13%	-1.3	-4%	-4	-1%	11%
34	CC(Sc1c[nH]c2ccccc12)C(=O)O (centres undefined)	0%[57.1 µM]	0.4	0%	-1.5	2%	.	0%	2%
35	Cc1ccc(/C=N/NC(=O)c2nnn(-c3nonc3N)c2C)o1	11%	-2.3	-3%	-1.8	5%	-4	-2%	1%
36	COc1ccc(CCNC(=O)Cn2nnc(C(=O)Nc3cc(C)ccc3C)c2N)cc1OC	8%	-2.0	-1%	-3.8	4%	-9	-4%	-5%
37	CCn1c2nc(SCCN3CCOCC3)nnc2c2cc(C)cc(C)c21	-5%[57.1 µM]	-0.6	?	-3.1	3%	2	-5%	0%
38	O=C(N/N=C/c1cccs1)c1n[nH]c2c1CCCC2	-5%	0.4	4%	2.4	-14%	5	-5%	-3%
39	O=C(NCc1ccccc1)c1ccc(NC(=O)C2CC2)cc1	0%	1.1	-8%	-0.1	-3%	3	2%	6%
40	COc1cc(-c2nnc(SCC(=O)Nc3cc(C)on3)n2C)cc(OC)c1O	-4%	-0.5	-3%	-0.6	-1%	.	2%	9%
41	O=C(NCCOc1ccccc1)c1ccccc1Cl	0%	-2.5	0%	0.5	-8%	-11	3%	17%
42	Cn1c2ccccc2c2ncn(Cc3ccc(F)cc3)c(=O)c21	-6%	-0.9	7%	0.0	-14%	0	3%	-2%
43	Cc1ccc2nc(CNC(=O)C3CCC(=O)N(Cc4ccccc4F)C3)cn2c1 (centres undefined)	-13%	-1.0	6%	-2.6	3%	3	-1%	4%
44	O=S(=O)(Nc1ccc(Cl)cn1)c1ccc(Cl)cc1	-9%	-1.2	4%	-0.7	-8%	-1	12%	6%
45	CCOc1ccc(-c2nc(S(=O)(=O)c3ccccc3)c(N3CCC(C(N)=O)CC3)o2)cc1	5%	-0.5	-11%	-3.3	18%	-29	-4%	-3%
46	O=C(Nc1ccc(C(=O)N2CCC(N3CCOCC3)CC2)cc1)c1ccc(Br)o1	8%	-0.4	-1%	0.3	-3%	-9	-13%	2%
47	Cc1nc2ccccc2cc1OCc1ccc(Cl)cc1	-6%	-1.4	0%	-1.1	-1%	14	16%	18%
48	CC1CCN(C(=O)c2ccc(CNS(=O)(=O)c3ccc(C(C)(C)C)cc3)cc2)CC1	-15%	-0.8	0%	-0.5	-17%	1	-4%	-13%
49	O=C1CCCN1CC(CN1CCOCC1)Sc1nnnn1-c1ccccc1 (centres undefined)	3%&1%	0.5&-1.6	-8%&-4%	0.0&1.3	14%&10%	2&-1	7%&-4%	10%&-3%
50	C/C(CC(C)(C)c1ccccc1)=N\NS(=O)(=O)c1ccccc1	-10%	-0.5	-4%	0.0	-5%	-6	5%	0%
51	COCCN1C(=O)N[C@@H](c2ccco2)C(C(C)=O)=C1C	1%	0.4	-3%	0.0	0%	7	2%	10%
52	CC1CCN(S(=O)(=O)c2ccc(C(=O)N(C)C3CCS(=O)(=O)C3)cc2)CC1 (centres undefined)	-3%	-2.1	1%	0.7	-3%	0	2%	6%
53	CN(C)CCN1C(=O)CCC2(C)C1=CCC1C2CCC2(C)C1CCC2(C)O (centres undefined)	-3%	-1.5	6%	0.2	-2%	5	-5%	-3%
54	Cc1c(C(=O)NCC2COc3ccccc3O2)oc2ccc(S(=O)(=O)N(C)C3CCCCC3)cc12 (centres undefined)	-17%	1.4	-6%	1.8	-3%	.	18%	12%
55	Cc1ccc(S(=O)(=O)Nc2ccc(-n3cnnn3)cc2)cc1	3%	0.1	-7%	-4.5	-23%	-3	-22%	5%
